Screens deposited in PubChem BioAssay by several laboratories.
CHT inh: inhibitors of human choline transporter CHT. Q9GZV3. CHT-expressing cells, membrane potential dye, choline response; stronger effect = lower value. B-score at 10 µM. actives 0.86% (n = 310,000);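 active means B-score over 3 SD under the library average, and starting fluorescence ratio not unusually high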;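 further: choline stimulus applied at its EC90 after an EC20 pre-addition; B-score computed on integrated fluorescence ratio after choline addition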
Target sequence (Q9GZV3 whole entry, looked up): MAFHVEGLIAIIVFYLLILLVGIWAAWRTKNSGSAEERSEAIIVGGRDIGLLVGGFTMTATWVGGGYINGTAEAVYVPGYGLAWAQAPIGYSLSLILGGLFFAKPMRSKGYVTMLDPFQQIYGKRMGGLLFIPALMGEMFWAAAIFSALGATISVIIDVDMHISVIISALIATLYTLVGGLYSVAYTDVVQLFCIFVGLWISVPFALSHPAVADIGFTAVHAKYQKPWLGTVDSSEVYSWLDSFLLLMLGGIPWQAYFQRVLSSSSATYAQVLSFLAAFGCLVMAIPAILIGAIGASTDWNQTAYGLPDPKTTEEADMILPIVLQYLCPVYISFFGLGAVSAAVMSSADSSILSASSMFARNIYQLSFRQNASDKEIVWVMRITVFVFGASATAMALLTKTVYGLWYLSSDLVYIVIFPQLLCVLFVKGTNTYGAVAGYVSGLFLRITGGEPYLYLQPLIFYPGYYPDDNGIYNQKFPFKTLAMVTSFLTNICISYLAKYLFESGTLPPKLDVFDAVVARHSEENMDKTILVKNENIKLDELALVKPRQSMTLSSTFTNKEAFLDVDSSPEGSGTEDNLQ
STK33 inh: inhibitors of human STK33 kinase; purified STK33, MBP phosphorylation, ADP-Glo luminescence; inhibition, % at 10 µM; actives 0.073% (n = 320,000); AID 2661;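 active means inhibition at or above 25%, using the most active replicate where run in duplicate; inactive means inhibition below 25%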
Target sequence (Q9BYT3 whole entry, looked up): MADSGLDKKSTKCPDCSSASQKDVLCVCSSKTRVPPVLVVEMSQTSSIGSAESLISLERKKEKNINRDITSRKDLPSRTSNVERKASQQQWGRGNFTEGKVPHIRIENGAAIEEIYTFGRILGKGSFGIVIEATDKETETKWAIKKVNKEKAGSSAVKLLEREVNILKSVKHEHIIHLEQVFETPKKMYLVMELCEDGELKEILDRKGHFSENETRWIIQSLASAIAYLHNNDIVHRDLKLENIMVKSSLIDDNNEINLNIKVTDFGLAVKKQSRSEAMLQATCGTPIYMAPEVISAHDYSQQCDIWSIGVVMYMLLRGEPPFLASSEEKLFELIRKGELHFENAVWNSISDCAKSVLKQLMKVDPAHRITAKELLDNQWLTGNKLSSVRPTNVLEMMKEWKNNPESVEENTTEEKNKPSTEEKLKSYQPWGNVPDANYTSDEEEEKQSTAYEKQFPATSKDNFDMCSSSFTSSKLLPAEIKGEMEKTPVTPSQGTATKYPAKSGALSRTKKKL
CHT PAM: allosteric activators of human choline transporter CHT. CHT-expressing cells, membrane potential dye, choline EC20; stronger effect = higher value; LV-AA mutant CHT in HEK293 cells. actives 0.49% (n = 310,000). B-score at 10 µM. Q9GZV3;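 active means initial fluorescence not abnormally high and integrated response B-score, plate-corrected, over 3 SD above library mean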
Starred values were filed as active, the others as inactive; i = inactive; · = not tested or not shown; & = joins results of further samples.

SMILES | CHT inh | STK33 inh | CHT PAM
CCCCC(=NCCO)C1=C(O)C(C(=O)OC)C(C)(C)CC1=O (stereo not drawn) | i | 4.4 | i
Cc1ccc(C)c(NC(=O)C2C3C=CC(O3)C2C(=O)O)c1 (stereo not drawn) | i | -2.1 | i
Cc1nn(Cc2c(Cl)cccc2Cl)c(C)c1NC(=O)CCCn1nc(C)c([N+](=O)[O-])c1C | i | -1.6 | i
Cc1ccc(-c2nn(-c3ccccc3)cc2C(=O)NCCCN2CCCC2=O)cc1 | i | -0.9 | i
COc1ccc(/C=C/c2nnc(NC(=O)COc3ccccc3)s2)cc1 | i | -0.4 | i
COc1ccc(CCn2c(=N)c(C(=O)NCc3ccco3)cc3c(=O)n4ccccc4nc32)cc1 | i | 1.9 | i
Cc1ccc(/C=N/NC(=O)Cn2cnc3ccccc32)cc1 | i | -0.6 | i
COc1ccc(N(CN2C(=O)c3ccccc3C2=O)C(=O)COc2ccc(Cl)cc2Cl)cc1 | i | 0.7 | i
Cc1ccc(CCN2CC(C(=O)NCCCN(C)Cc3ccccc3)CC2=O)cc1 (stereo not drawn) | i | -0.4 | i
CC1(C)CC(=O)C2=C(C1)NC(=O)CC2c1ccccc1F (stereo not drawn) | i | -2.1 | i
Nc1nnnn1/N=C/c1ccccc1OCc1ccccc1 | i | -0.7 | i
N#CCCN(CCC#N)C(=S)NC1CC2C=CC1C2 (stereo not drawn) | i | 1.5 | i

Arranged by molar mass (descending): 6 of the compounds above.
SMILES | CHT inh | STK33 inh | CHT PAM
Cc1nn(Cc2c(Cl)cccc2Cl)c(C)c1NC(=O)CCCn1nc(C)c([N+](=O)[O-])c1C | i | -1.6 | i
Cc1ccc(CCN2CC(C(=O)NCCCN(C)Cc3ccccc3)CC2=O)cc1 (stereo not drawn) | i | -0.4 | i
COc1ccc(/C=C/c2nnc(NC(=O)COc3ccccc3)s2)cc1 | i | -0.4 | i
Nc1nnnn1/N=C/c1ccccc1OCc1ccccc1 | i | -0.7 | i
Cc1ccc(/C=N/NC(=O)Cn2cnc3ccccc32)cc1 | i | -0.6 | i
N#CCCN(CCC#N)C(=S)NC1CC2C=CC1C2 (stereo not drawn) | i | 1.5 | i

Other entries:
SMILES | CHT inh | STK33 inh | CHT PAM
N#CCCN1CCN(C(=S)c2ccc(-c3ccc(Cl)cc3)o2)CC1 | i | -4.3 | i
CN(C)S(=O)(=O)c1ccc(Cl)c(NC(=O)CN2CCCCCC2)c1 | i | -0.9 | i
COc1ccccc1C(=O)Nc1ccc2c(c1)nc(CN1CCN(C(C)=O)CC1)n2C | i | -0.2 | i
CCn1nc(C)cc1C(=O)N1CCCC(C(=O)c2ccc(OC)cc2C)C1 (stereo not drawn) | i | -1.5 | i
O=C(CSc1cn(CCNC(=O)c2ccccc2)c2ccccc12)NCC1CCCO1 (stereo not drawn) | i | -1.1 | i
C=CCn1c(Cc2ccc(OC)cc2)nnc1SCC(=O)NCCc1ccccc1 | i | -1.5 | i
CC1(C)CC(=O)CC(C)(C)N1OC(=O)c1ccco1 | i | -0.9 | i
CN1CCN(S(=O)(=O)c2cc([N+](=O)[O-])ccc2N/N=C/c2ccc(Cl)cc2)CC1 | i | -2.6 | i
CN(Cc1ccc2nonc2c1)Cc1nc(Cc2cccc(F)c2)no1 | i | 0.6 | i
CC(=O)Nc1sc2c(c1C(c1ccc(Cl)cc1)N1CCOCC1)CCCC2 (stereo not drawn) | i | -0.3 | i
Cc1cc(SCC(=O)OCC(=O)N(C)c2ccccc2)nc2ccccc12 | i | -0.5 | i
CC1CC(C)CN(S(=O)(=O)c2ccc3c(c2)NC(=O)C(C)C(=O)N3)C1 (stereo not drawn) | i | -1.5 | i
COCCN1Cc2cccc(C(=O)NC(C)CCc3ccco3)c2C1=O (stereo not drawn) | i | · | i
O=C(NN1CCOCC1)c1cc(Cl)ccc1Cl | i | 1.1 | i
Cc1ccccc1C(=O)NC1CCN(CC(=O)Nc2ccccc2Cl)CC1 | i | -2.9 | i
Clc1ccc2nc(CSCc3ccccc3)cn2c1 | i | -1.8 | i
O=C(CSC1=NC(=O)C(c2ccccc2)C(=O)N1)Nc1ccccc1[N+](=O)[O-] (stereo not drawn) | i | -1.6 | i
COc1ccc(CN2CCC(C(=O)Nc3ccc(Oc4cccnc4)cc3)CC2)cc1 | i | -1.3 | i
COc1ccc(/C=N/NC(=O)CCn2c3ccccc3c3ccccc32)cc1OC | i | -1.0 | i
O=C(NCc1ccco1)/C(=C/c1ccco1)NC(=O)c1ccco1 | i | -0.2 | i
CC(C(=O)N1CCc2ccccc21)N1CCc2ccccc2C1 (stereo not drawn) | i | 0.9 | i
COc1ccc(N2CCN(C(=O)c3cn(CC4CCCCC4)nn3)CC2)cc1 | i | -0.8 | i
COCCN(C(=O)CSc1nc2ccc(C)cc2[nH]1)c1c(N)n(Cc2ccccc2)c(=O)[nH]c1=O | i | -0.1 | i
Cc1ccc(S(=O)(=O)CCC(=O)N2CCN(c3ccc(Cl)cc3)CC2)cc1 | i | -1.4 | i
O=C(N/N=C/c1sc(=O)n(-c2ccccc2)c1Cl)c1ccccc1 | i | 1.0 | i
OCCC1CN(Cc2nc3ccccc3[nH]2)CCN1C1CCCC1 (stereo not drawn) | i | -0.2 | i
CN(C(=O)C1CCOC1)c1nnc(-c2ccncc2)s1 (stereo not drawn) | i | 0.1 | i
O=C(NCCN1CCOCC1)c1ccc(Cl)c([N+](=O)[O-])c1 | i | 0.3 | i
Cc1ccc(C(=O)CCNc2ccccc2)o1 | i | -0.6 | i
O=C(CSc1nnc(CNC(=O)c2ccco2)o1)Nc1nc2ccccc2s1 | i | 0.3 | i
Cc1ccc(Nc2ncnc3c2cnn3C)c(C)c1 | i | -2.7 | i
Cc1cc2cc(CNC(=O)c3cc4ccccc4o3)ccc2n1C | i | -1.0 | i
COc1cc(C2N(c3ccc(Cl)c(Cl)c3)C(=O)C3CCCN32)cc(OC)c1OC (stereo not drawn) | i | -1.0 | i
Cc1c(C)c(C)c(/C=[N+](/C)[O-])c(C)c1C | i | -1.3 | i
CN1CCc2c(sc(NC(=O)C3CCN(S(=O)(=O)c4cccs4)CC3)c2C(N)=O)C1 | i | 0.0 | i
CNn1cnc2ccsc2c1=O | i | -0.8 | i
Cc1ccccc1NC(=O)N1C2CCC1CC(O)(c1cccnc1)C2 (stereo not drawn) | i | 0.3 | i
COc1ccc2ccccc2c1/C=N/NC(=O)c1cccc(Br)c1 | i | -1.7 | i
CCCCCOC(=O)C1=C(C)Nc2ncnn2C1c1cccs1 (stereo not drawn) | i | -1.6 | i
Cc1nn(-c2ccccc2)c(CC(C)(C)C(=O)O)c1C(=O)O | i | 0.0 | i
Cc1cc(-c2nnc(SCC(=O)Nc3ccc(F)c(F)c3)n2N)n[nH]1 | i | -2.4 | i
COc1cccc(NC(=S)N(CCCN2CCN(C)CC2)Cc2ccco2)c1 | i | -0.2 | i
COc1ccccc1CC(NC(C)=O)C(=O)NC1CCN(C(=O)c2cccc(Cl)c2)CC1 (stereo not drawn) | i | -0.6 | i
Cc1ccc(S(=O)(=O)N2CCN(C(=O)CSc3nnnn3C)CC2)c(C)c1 | i | -0.3 | i
C/C(=N\NC(=O)c1ccc(Cl)cc1)c1ccc(Br)s1 | i | -0.2 | i
COc1ccc(-n2c(SCC(=O)Nc3ccccc3)nc(O)cc2=O)cc1 | i | -1.1 | i
CC(C)Cc1ccc(C(C)C(N)=Nc2ccc(O)cc2)cc1 (stereo not drawn) | i | -1.1 | i
C(=C\N1CCCCCC1)/c1nnnn1-c1ccc(-c2ccccc2)cc1 | i | 0.2 | i
COc1ccc(S(=O)(=O)N(CC(=O)NCc2ccco2)C2CCCCC2)cc1OC | i | -1.3 | i
CC(C)c1ccc(/C=N/NC(=O)c2cc(-c3cccc([N+](=O)[O-])c3)n[nH]2)cc1 | i | -1.1 | i
O=S(=O)(/N=C(/Nc1ccc(F)cc1F)c1ccc(Cl)cc1)c1ccccc1 | i | -0.7 | i
CCOC(=O)c1ccc(NC=C2C(=O)OC3(CCCCC3)OC2=O)cc1 | i | -0.2 | i
Cc1cnc(C(=O)OC(C(=O)c2c[nH]c3ccccc23)c2ccccc2)cn1 (stereo not drawn) | i | -1.5 | i
Cn1cc(CCC(=O)NCCCc2ccccc2)c2ccccc21 | i | 1.0 | i
O=C(CCC(=O)N/N=C/c1ccc(Br)o1)N/N=C/c1ccc(Br)o1 | i | -0.5 | i
CCn1cc(CN2CCC(n3nccc3NC(=O)CCc3ccccc3)CC2)cn1 | i | 0.8 | i
COc1ccc(N(CC(=O)NCCSc2ccccc2)S(C)(=O)=O)cc1 | i | -0.2 | i
CCOc1ccc(/C=C2\SC(=S)N(N3C(=O)C4CC4C3=O)C2=O)cc1 (stereo not drawn) | i | 0.8 | i
C[N+]1(C2CCC3CCCC2C3O)CCCCC1 (stereo not drawn) | i | -0.1 | i
CCOC(=O)Cc1nnn(CC(=O)OCC)n1 | i | -1.1 | i
(cont.)
SMILES | CHT inh | STK33 inh | CHT PAM
Cc1nc2scc(C)n2c(=O)c1S(=O)(=O)NC(C)c1ccccc1 (stereo not drawn) | i | -0.3 | i
O=C(N/N=C/c1cc2c(cc1Cl)OCO2)c1cccc(Br)c1 | i | -1.2 | i
CCCCOCCCNC(=O)C1CCCCC1 | i | -1.1 | i
COc1cc(/C=C2\SC(=N)N(c3ccc(F)cc3)C2=O)ccc1O | i | 3.2 | i
CCOc1ccccc1/C=N/NC(=O)CNC(=O)c1ccc(S(=O)(=O)N2CCOCC2)cc1 | i | 0.3 | i
Cc1cc(C)c(C#N)c(Oc2ccc(F)cc2)n1 | i | -0.2 | i
CCOC(=O)c1ccc(-n2c(=O)[nH]c3ccccc3c2=O)cc1 | i | 0.4 | i
O=C(Nc1ccc(F)cc1)N(Cc1cccs1)Cc1cc2cc3c(cc2[nH]c1=O)OCO3 | i | -0.4 | i
COc1cc(/C=N/NC(=O)c2cccnc2)ccc1OC(=O)c1ccc([N+](=O)[O-])cc1 | i | -1.4 | i
C[c-]1[c-](C)[c-](C)[c-](C)[c-]1C.[Fe].c1cc2nccc(N3CCCC3)[c-]2c1 (stereo not drawn) | i | -2.1&-1.6 | i
COC(C(=O)N/N=C(\C)c1ccc(O)cc1)c1ccccc1 (stereo not drawn) | i | -0.7 | i
CCCOC(c1ccccc1)(c1ccccc1)C(Oc1nc(C)cc(C)n1)C(=O)O (stereo not drawn) | i | -1.7 | i
Cc1ccc(-n2nc(-c3ccccc3)cc2Nc2ccccc2N)cc1 | i | -0.3 | i
CC1=NN(c2cccc(Cl)c2)C(=O)C1 | i | -0.8 | i
CC(=O)Oc1ccc(NC(=O)C2CCCCC2)c(C(=O)O)c1 | i | -0.8 | i
Cc1ccc(NC(=S)c2ccncc2)c(C)c1 | i | 0.6 | i
COC(=O)C1=C(N)OC2=C(C(=O)CC(C)(C)C2)C1c1cc2c(cc1Cl)OCO2 (stereo not drawn) | i | -0.8 | i
Cc1ccc(-c2cc(-c3ccccc3)no2)c(O)c1 | i | -3.3 | i
CCOc1ccc2cc(C(=O)NCc3ccccc3)c(=N)oc2c1 | i | 0.8 | i
Cc1cc(F)ccc1S(=O)(=O)N1CCCOC1CNC(=O)C(=O)NCCN1CCOCC1 (stereo not drawn) | i | 0.0 | i
COc1cc(OC)cc(C(=O)NC2CCN(CCCOc3ccccc3)CC2)c1 | i | -2.2 | i
Cc1cc2c([nH]c3ccccc32)c2c1OC(C)(C)C=C2 | i | 2.3 | i
COc1ccccc1CNC(=O)C1CCN(S(=O)(=O)c2ccc3c(c2)C(C)(C)C(=O)N3C)CC1 | i | -0.5 | i
CCOC(=O)c1ccc(CC2SC(N)=NC2=O)cc1 (stereo not drawn) | i | 0.5 | i

Record cards, as listed above. Order of screens: CHT inh, STK33 inh, CHT PAM
COc1cc(OC)cc(C(=O)NC2CCN(CCCOc3ccccc3)CC2)c1 as listed: i, -2.2, i
CC1=NN(c2cccc(Cl)c2)C(=O)C1 as listed: i, -0.8, i
Cc1cc2c([nH]c3ccccc32)c2c1OC(C)(C)C=C2 as listed: i, 2.3, i
Cc1ccc(-c2cc(-c3ccccc3)no2)c(O)c1 as listed: i, -3.3, i

New compounds follow:
SMILES | CHT inh | STK33 inh | CHT PAM
COc1ccccc1C(=O)N/C(=C\c1cn(S(=O)(=O)N(C)C)c2ccccc12)C(=O)N1CCOCC1 | i | 0.3 | i
Nc1ccc(Cl)c(S(=O)(=O)Nc2cccc(Cl)c2)c1 | -8.9* | -1.5 | i
CCOc1cccc2sc(N(CCCN(C)C)C(=O)Cc3ccccc3)nc12 | i | 0.0 | i
O=C(O)c1ccccc1NS(=O)(=O)c1cccc(-n2sc3ccccc3c2=O)c1 | -6.4* | -3.6 | i
CN(c1ccccc1)S(=O)(=O)c1ccc(NC(=O)C2CC2)cc1 | i | -1.1 | i
CC(=O)/C=C\c1cn(-c2ncc(C(F)(F)F)cc2Cl)c2ccccc12 | i | 0.3 | i
Cc1cc2c(c(=O)n1CC1CCCO1)C(c1ccco1)C(C#N)=C(N)O2 (stereo not drawn) | i | -2.0 | i
CO/N=C(\Cn1ncc(N2CCOCC2)c(Br)c1=O)c1ccc(Cl)cc1 | i | -1.0 | i
CCOc1ccc(C(CC(=O)O)NC(=O)C23CC4CC(CC(C4)C2)C3)cc1 (stereo not drawn) | i | -2.0 | i
CN(C)CCNC(=O)CN1C(=O)COc2ccc(C(C)(C)C)cc21 | i | 0.4 | i
O=c1c2ccccc2nc(-c2ccc(Cl)cc2Cl)n1O | i | -0.2 | i
COc1ccc(C(=O)Nc2ccc(NC(=O)C3CCCCC3)nc2)cc1 | i | -0.5 | i

An excerpt from above, reduced to CHT inh.
SMILES	CHT inh
CO/N=C(\Cn1ncc(N2CCOCC2)c(Br)c1=O)c1ccc(Cl)cc1	i
O=C(CSc1nnc(CNC(=O)c2ccco2)o1)Nc1nc2ccccc2s1	i

This is a random part of the collection. Share with any hit: about 1.5%.
